# CHO-K1 Ca antag = counter-screen for M1 antagonists: effect in parental CHO-K1 cells | ATP-induced calcium, Fluo-8 fluorescence | inhibition, % at 3 µM | 360,000 tested, 0.6% active;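 active means inhibition above a per-plate cutoff, the plate's mean sample inhibition plus 3 SD, cut at about 24% in these data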;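 further: 0% = DMSO plus EC80 ATP and 100% = DMSO alone without ATP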
# CHRM4 agonist = CHRM4 agonism in calcium assay. P08173. CHO-K1 hM4/Gqi5, Fluo-8 calcium fluorescence; vehicle 0%, full acetylcholine response 100%. activation, % at 3 µM. 360,000 tested, 0.14% active;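 active means activation above the run mean over all test wells plus 3 SD, cut at about 32% in these data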;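 further: peak over basal fluorescence ratio per well then scaled between controls; 0% = DMSO wells and 100% = acetylcholine at EC100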
# CHRM4 antagonist = CHRM4 antagonism in calcium assay | P08173 | CHO-hM4 cells, ACh EC80, Fluo-8 calcium fluorescence | inhibition, % at 3 µM | 360,000 tested, 0.73% active | AID 624125;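 active means inhibition above its plate's cutoff, the mean inhibition of sample wells plus 3 SD, cut at about 27% in these data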;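 further: 0% = acetylcholine EC80 with DMSO and 100% = DMSO without agonist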
# CHO-K1 Ca ag = nonselective activator or artifact in parental CHO-K1 cells. Fluo-8 calcium fluorescence; scaled to maximal ATP response, vehicle zero. activation, % at 3 µM. 360,000 tested, 0.48% active. AID 602248; in the data active means activation above about 15%;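 further: untransfected CHO-K1 host cells lacking M1 receptor as counterscreen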
# CHO parental Ca = counter-screen: ATP calcium response change in parental CHO cells | parental CHO-K1, ATP-induced calcium, Fluo-8 fluorescence | inhibition, % at 5.6 µM | 330,000 tested, 0.63% active | AID 463079;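 active means inhibition above that plate's mean sample inhibition plus 3 SD, cut at about 26% in these data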;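 further: 0% = ATP-challenged DMSO wells and 100% = DMSO wells without ATP; some compounds past the cut are filed as inactive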
#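 Test system: untransfected parental CHO cell line. Compound: one dose, 5.6 µM nominal. Detection: intracellular calcium via Fluo-8 no-wash fluorescent dye. Measure: % inhibition. Benchmarks: ATP-challenged DMSO wells low, unchallenged DMSO wells high.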
# M1 antag = human CHRM1 antagonism | AID 588852 | inhibition, % at 3 µM | CHO-K1 hM1, Fluo-8 calcium fluorescence, ACh EC80 antagonist | 360,000 tested, 1.3% active | P11229;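 active means percent inhibition above its own plate's cutoff, namely the mean of that plate's compound wells plus 3 SD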;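 further: peak over basal fluorescence ratio during 140 s after agonist addition; 0% = ACh EC80 plus DMSO and 100% = DMSO alone without agonist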
# Target sequence (P11229 whole entry, looked up): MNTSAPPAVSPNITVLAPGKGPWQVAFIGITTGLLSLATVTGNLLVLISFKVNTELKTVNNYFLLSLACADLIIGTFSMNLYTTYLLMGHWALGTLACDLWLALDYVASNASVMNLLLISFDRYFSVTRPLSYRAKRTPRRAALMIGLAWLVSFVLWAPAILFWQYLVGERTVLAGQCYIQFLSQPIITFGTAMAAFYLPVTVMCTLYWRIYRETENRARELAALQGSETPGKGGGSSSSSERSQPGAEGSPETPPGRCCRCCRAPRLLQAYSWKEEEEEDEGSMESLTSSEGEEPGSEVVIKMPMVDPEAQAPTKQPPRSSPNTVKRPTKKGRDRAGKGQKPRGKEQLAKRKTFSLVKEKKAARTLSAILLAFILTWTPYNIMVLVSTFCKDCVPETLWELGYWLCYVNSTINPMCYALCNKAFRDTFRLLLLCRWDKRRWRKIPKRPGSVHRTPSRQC
# OXTR potentiator = potentiators of human oxytocin receptor; P30559; CHO-OTR cells, Fluo-8 calcium fluorescence, potentiator mode; 0% = oxytocin EC15, 100% = EC100; activation, % at 3 µM; 320,000 tested, 0.061% active; AID 2445;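 active means activation above that plate's cutoff, the mean activation of tested compounds plus 3 SD, cut at about 6.6% in these data, passing the limit was not always enough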;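 further: 100% uses oxytocin at 75 nM as the full agonist control; some results filed as inactive read as strong as hits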
# Target sequence (P30559 whole entry, looked up): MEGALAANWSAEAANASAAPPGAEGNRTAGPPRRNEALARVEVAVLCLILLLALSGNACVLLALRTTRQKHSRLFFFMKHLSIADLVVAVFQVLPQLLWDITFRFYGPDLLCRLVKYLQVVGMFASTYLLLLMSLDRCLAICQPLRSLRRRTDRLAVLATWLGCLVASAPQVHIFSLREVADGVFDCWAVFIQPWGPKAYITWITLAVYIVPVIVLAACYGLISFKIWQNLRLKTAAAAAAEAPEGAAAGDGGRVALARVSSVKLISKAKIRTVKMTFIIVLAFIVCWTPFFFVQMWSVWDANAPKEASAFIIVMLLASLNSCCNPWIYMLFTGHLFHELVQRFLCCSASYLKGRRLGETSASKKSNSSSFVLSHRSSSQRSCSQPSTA
#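 Dosing: Single dose, 3.0 µM nominal final compound concentration | Material: Human OTR in CHO cells | Technique: Kinetic Fluo-8 calcium fluorescence | Benchmarks: EC15 oxytocin alone as 0%, 75 nM oxytocin as 100% | Probe or stimulus: Oxytocin at about EC15, sub-maximal agonist stimulus | Incubation: Compound 6 min at room temperature before oxytocin, 100 s read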
# CHRM1 PAM = positive allosteric modulators of human M1 muscarinic receptor. activation, % at 3 µM. CHO-K1 hM1, Fluo-8 calcium fluorescence, ACh EC20; 0% = ACh EC20, 100% = maximal ACh. 360,000 tested, 0.088% active. P11229; in the data active means activation above about 19%, passing the limit was not always enough
# CHRM1 agonist = human M1 muscarinic receptor agonism; activation, % at 3 µM; 360,000 tested, 0.33% active; CHO-K1 hM1, Fluo-8 calcium fluorescence, agonist mode; 0% DMSO, 100% acetylcholine EC100;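 active means activation above the run's mean compound activation plus 3 SD, cut at about 16% in these data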;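 further: peak over basal fluorescence ratio within a 140 s kinetic read after compound addition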
# Active calls of the source: *; . = not tested or not shown. Compounds were not picked by outcome (roughly 2.9% active in at least one column).
smiles	CHRM1 PAM	CHO parental Ca	CHRM4 agonist	CHO-K1 Ca ag	CHRM1 agonist	CHO-K1 Ca antag	OXTR potentiator	M1 antag	CHRM4 antagonist
O=C(CCc1nnc(C2(c3ccc(Cl)cc3)CCC2)o1)N1CCCC1	6	-15	0	0.0	-3	1	-5	-6	0
C=C(C)Cn1c(CCCNC(=O)CC)nc2ccccc21	4	-10	0	0.5	-2	-13	-4	-18	2
CC1(c2ccc3ccccc3c2)NC(=O)N(CC(=O)O)C1=O (stereo not given)	8	-9	0	0.3	-2	-3	-6	-8	-16
O=C(NCc1ccc(F)cc1)C1(S(=O)(=O)c2ccc(Cl)cc2)CC1	3	-17	-2	-0.7	-12	-10	-5	-10	6
CCOc1ccc(C(=O)N2CCc3ccccc32)cc1	7	-7	-1	-0.7	-3	-1	12*	-8	4
CCCN(CCC)C(=O)CSc1nc2ccccc2c(=O)n1CC1COc2ccccc2O1 (stereo not given)	16	1	0	-0.4	-4	-3	-6	-2	8
CN(CC(=O)Nc1cccc(F)c1)C(=O)c1ccccc1Sc1ccccc1C#N	-7	-21	8	4.6	-3	-3	-11	5	7
CC(C)c1ccc(NC(=O)c2n[nH]c(=O)c3ccccc23)cc1	-8	.	7	1.5	-4	8	.	-2	-9
CC1=CCC2C(=O)N(Cc3ccccc3)C(=O)C2C1 (stereo not given)	5	-12	1	-0.1	-6	-15	-1	-8	-7
O=C(COC(=O)C1CCN(c2ccc(C(F)(F)F)cn2)CC1)c1ccc(Cl)cc1	-11	-11	1	-0.2	-6	10	-2	17	1
Cc1ccccc1/C=N/Nc1ncnc2nc[nH]c12	15	4	0	-0.1	-3	0	-4	-15	2
Cc1cnc(NC(=O)Cc2ccc(S(=O)(=O)N3CCOCC3)s2)s1	0	-10	2	2.9	-2	-8	-6	-9	-3
COCCNC(=O)CCSc1nc(-c2ccc(OC)cc2)cc(C(F)(F)F)n1	4	-21	0	0.1	-7	1	-6	-5	-13
CCOC(=O)N1CCC(NC(=O)c2ccc(CS(=O)c3cccc(Cl)c3)o2)CC1 (stereo not given)	18	-17	3	1.6	-5	5	-9	-17	-13
COc1ccc(OC)c2sc(Cl)nc12	13	1	0	0.0	-3	-20	3	-16	4

# The list continues:
smiles	CHRM1 PAM	CHO parental Ca	CHRM4 agonist	CHO-K1 Ca ag	CHRM1 agonist	CHO-K1 Ca antag	OXTR potentiator	M1 antag	CHRM4 antagonist
CC(C)C(NC(=O)C1CCC(C(C)(C)C)CC1)C(=O)NCCc1ccc(S(N)(=O)=O)cc1 (stereo not given)	-4	-22	14	5.8	-4	2	-16	-1	0
Cc1cccc(-n2nnc(C(=O)NCc3ccccc3)c2N)c1	5	-14	1	0.7	-2	-1	-8	-4	-3
Cc1ccc2c(c1)c1c(n2CC(O)CN2CCCCCC2)CCCC1 (stereo not given)	-6	2	7	8.3	-8	-4	-14	3	-2
Cc1cccc(C)c1NC(=O)c1sc(N)nc1-c1ccccc1	6	-12	0	-0.1	-3	-20	-4	-3	-12
CCOc1ccc(NC(=O)C2CCC(CNc3c(N4CCOCC4)c(=O)c3=O)CC2)cc1 (stereo not given)	1	-5	0	-0.1	-2	-4	-6	10	-5
COC(=O)CSc1nc(NC(C)C)nc(N2CCOCC2)n1	3	-19	1	0.5	-3	-9	-2	-29	3
COc1ccc(CCC(=O)NCc2cn3ccc(C)cc3n2)cc1	-5	-22	1	0.1	-12	4	2	3	-16
Cc1ccc(Nc2ncnc3ccccc23)cc1	8	0	1	0.8	-4	8	-2	9	-1
COc1ccc(CCNc2nc(C)cc(=O)[nH]2)cc1OC	1	-8	1	0.8	-1	-42	-2	-2	-1
CCOc1ccc(S(=O)(=O)NCCOC)cc1C	2	-14	0	-0.1	-5	-13	2	-8	6
O=C(/C(=N/O)n1cncn1)c1ccccc1Cl	8	-6	0	0.1	-1	-4	-1	-10	0
O=C1CCCN1CCC1CCN(C2CC(=O)N(Cc3ccc(N4CCCC4=O)cc3)C2=O)CC1 (stereo not given)	11	-10	1	0.2	-2	-3	-2	-9	9
CC(C)(C)c1ccc(C(=O)N2CCC(C(=O)NCC3CCCO3)CC2)cc1 (stereo not given)	5	2	0	0.6	-6	0	-9	-6	6
Cc1cccc(-n2ccnc2SCC(=O)Nc2ccc3c(c2)OCCO3)c1	-2	-2	9	5.0	0	-7	-14	0	5
Cc1cc2ncn(C(=O)c3c(-c4ccccc4Cl)noc3C)c2cc1C	-22	-12	0	0.1	-6	-11	-15	1	0

# Sorted by molecular weight (falling): part of the list above.
smiles	CHRM1 PAM	CHO parental Ca	CHRM4 agonist	CHO-K1 Ca ag	CHRM1 agonist	CHO-K1 Ca antag	OXTR potentiator	M1 antag	CHRM4 antagonist
O=C1CCCN1CCC1CCN(C2CC(=O)N(Cc3ccc(N4CCCC4=O)cc3)C2=O)CC1 (stereo not given)	11	-10	1	0.2	-2	-3	-2	-9	9
CC(C)C(NC(=O)C1CCC(C(C)(C)C)CC1)C(=O)NCCc1ccc(S(N)(=O)=O)cc1 (stereo not given)	-4	-22	14	5.8	-4	2	-16	-1	0
CCOc1ccc(NC(=O)C2CCC(CNc3c(N4CCOCC4)c(=O)c3=O)CC2)cc1 (stereo not given)	1	-5	0	-0.1	-2	-4	-6	10	-5
Cc1cccc(-n2ccnc2SCC(=O)Nc2ccc3c(c2)OCCO3)c1	-2	-2	9	5.0	0	-7	-14	0	5
CC(C)(C)c1ccc(C(=O)N2CCC(C(=O)NCC3CCCO3)CC2)cc1 (stereo not given)	5	2	0	0.6	-6	0	-9	-6	6
Cc1cc2ncn(C(=O)c3c(-c4ccccc4Cl)noc3C)c2cc1C	-22	-12	0	0.1	-6	-11	-15	1	0
Cc1ccc2c(c1)c1c(n2CC(O)CN2CCCCCC2)CCCC1 (stereo not given)	-6	2	7	8.3	-8	-4	-14	3	-2
COC(=O)CSc1nc(NC(C)C)nc(N2CCOCC2)n1	3	-19	1	0.5	-3	-9	-2	-29	3
Cc1cccc(C)c1NC(=O)c1sc(N)nc1-c1ccccc1	6	-12	0	-0.1	-3	-20	-4	-3	-12
Cc1cccc(-n2nnc(C(=O)NCc3ccccc3)c2N)c1	5	-14	1	0.7	-2	-1	-8	-4	-3
O=C(/C(=N/O)n1cncn1)c1ccccc1Cl	8	-6	0	0.1	-1	-4	-1	-10	0
Cc1ccc(Nc2ncnc3ccccc23)cc1	8	0	1	0.8	-4	8	-2	9	-1

# Going on with the list.
smiles	CHRM1 PAM	CHO parental Ca	CHRM4 agonist	CHO-K1 Ca ag	CHRM1 agonist	CHO-K1 Ca antag	OXTR potentiator	M1 antag	CHRM4 antagonist
Cc1cc([N+](=O)[O-])nn1CC(=O)NNC(=S)Nc1ccc(F)cc1	13	-1	-1	0.4	4	-27	-11	-8	2
CCSc1cc(N2CCCC2)nc(-c2cccc(C)c2)n1	3	-10	0	-0.1	0	-3	-3	6	-8
Cc1cc(C)n(-c2ccc(NC(=O)C3CCCCN3C(=O)c3cc(C)oc3C)cc2)n1 (stereo not given)	7	-15	1	0.5	-3	-1	5	-5	2
Cc1ccccc1OCCC(=O)N1CCN(S(=O)(=O)c2ccc(F)cc2)CC1	17	-14	5	1.8	0	-1	-13	-14	-13
O=C(Cc1cccc(C(F)(F)F)c1)Nc1ccc(S(=O)(=O)N2CCCC2)cc1	-1	-9	19	1.9	-6	-2	-11	-8	-17
COc1ccc(NC(=O)CSc2nc3ccccc3c(=O)n2CCCC(=O)NCC2CCCO2)c(OC)c1 (stereo not given)	8	-25	2	0.4	0	-10	4	-4	-5
C=C(C)COc1ccc2c(C)c(CC(=O)N3C[C@H]4C[C@@H](C3)c3cccc(=O)n3C4)c(=O)oc2c1C	1	-17	0	-0.6	-9	1	-2	-5	-2
COc1ccc(CN2C(=O)C(=O)N(CC(N)=O)C2=O)cc1	-10	-1	11	3.5	-4	1	2	8	5
CCOC(=O)c1c(C)c(C#N)c2c3ccccc3ccn12	2	8	5	2.4	-4	4	-15	4	14
COc1ccc(N=C2C(=Nc3ccc(OC)cc3)N(c3ccc(N(C)C)cc3)C(=S)N2c2ccc(OC)cc2)cc1	13	-14	2	0.5	-3	-8	1	-14	4
COC(=O)c1cc(C(=O)OCC(=O)c2ccc[nH]2)cc([N+](=O)[O-])c1	2	-8	0	0.3	-5	17	-7	6	4
CO/N=C/C(c1ccc(Cl)nc1)S(=O)(=O)c1ccccc1 (stereo not given)	-2	-4	2	0.3	-4	-1	-21	3	2
COc1cc(CN2CCc3ccccc3C2)ccc1O	7	14	1	1.6	-6	-5	-6	-6	-1
CNc1nc(Nc2ccc(C)c(Cl)c2)c2cnn(C)c2n1	11	-16	3	1.7	-1	-14	-13	-11	-5
CCOC(=O)CNc1nc(OCC#N)nc(N2CCOCC2)n1	0	-5	1	-0.3	-3	4	-14	2	4

# The list goes on.
smiles	CHRM1 PAM	CHO parental Ca	CHRM4 agonist	CHO-K1 Ca ag	CHRM1 agonist	CHO-K1 Ca antag	OXTR potentiator	M1 antag	CHRM4 antagonist
O=C(NN=Cc1ccc(OC(F)F)cc1)c1ccc(NS(=O)(=O)c2cccs2)cc1	-3	2	0	0.3	-7	-19	-10	10	3
CC1(C)O[C@@H]2[C@H](O1)[C@@H](CO)O[C@H]2n1c(N2CCCCC2)nc2c(N)ncnc21	7	-3	2	0.8	-4	-9	2	-10	-1
CCCCCN(C(=O)CN(C)Cc1ccc(OC)cc1OC)c1c(N)n(CCCC)c(=O)[nH]c1=O	3	-25	0	0.1	-3	-6	-13	-7	2
Cc1cccc(C(=O)O/N=C(\N)c2ccc(Cl)cc2)c1	9	-7	0	-0.2	-4	-7	-4	-10	2
O=C(CN1CCN(S(=O)(=O)/C=C/c2ccccc2)CC1)Nc1ccc(N2CCOCC2)cc1	6	-1	4	-0.2	-1	-19	0	-8	-7
C=CCN(CC=C)C(=O)Cc1ccc(F)cc1	4	-8	0	0.7	-2	-3	-10	-4	-1
O=C(c1ccc(Cn2cc(Br)cn2)cc1)N1N=C(C(F)F)CC1(O)C(F)F (stereo not given)	-14	1	8	14	-3	-10	-12	7	-2
Cn1c(-c2ccccc2F)cc2onc(-c3ccccc3)c2c1=O	-5	-18	3	0.1	-5	-6	-4	6	-10
COC(=O)c1c(C)nc(C)c(C(=O)OC)c1-c1ccc(OC)c(OC)c1	-5	-13	1	0.6	-3	2	-4	5	8
Cc1cc(N(CCO)CCO)ccc1C(c1ccc(N(CCO)CCO)cc1C)c1ccccc1Cl	-6	11	3	0.1	-1	4	-5	18	4
O=C(CSCc1ccccc1Cl)N/N=C/c1ccco1	10	-11	3	0.8	-5	0	-4	-3	-8
CC1(C)CC(=O)C(C=Nc2ccc(O)cc2)=C(O)C1	3	8	0	0.5	-6	-14	-10	-9	4
